Hsp90 block = displaces geldanamycin probe from tumor Hsp90. inhibition, % at 30 µM. P07900. NCI-N417 lysate Hsp90, Cy3B-geldanamycin FP displacement. 64,000 compounds, 0.35% hits;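 active means inhibition above 50%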;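 further: 0% = tracer plus lysate wells and 100% = tracer alone without lysate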
Abs 340nm = absorbance at 340 nm; compound absorbance at 340 nm, fold over control; fold change at 10 µM; 65,000 tested, under 10 active; AID 708;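 active means at 10 µM dose, initial 340 nm absorbance at least 2 fold that of control wells; inactive means change under 2 fold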;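 further: initial absorbance extrapolated from kinetic A340 decline of NADH oxidation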
JNK3 blocker = inhibitors of human JNK3 kinase. P53779. purified JNK3 kinase activity, HTS. inhibition, % at 8 µM. 60,000 compounds, 0.61% hits. AID 746; in the data active means inhibition above about 17%;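 further: 0% = DMSO and 100% = reference inhibitor; many of its hits are not listed in these tables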
Target sequence (P53779 whole entry, looked up): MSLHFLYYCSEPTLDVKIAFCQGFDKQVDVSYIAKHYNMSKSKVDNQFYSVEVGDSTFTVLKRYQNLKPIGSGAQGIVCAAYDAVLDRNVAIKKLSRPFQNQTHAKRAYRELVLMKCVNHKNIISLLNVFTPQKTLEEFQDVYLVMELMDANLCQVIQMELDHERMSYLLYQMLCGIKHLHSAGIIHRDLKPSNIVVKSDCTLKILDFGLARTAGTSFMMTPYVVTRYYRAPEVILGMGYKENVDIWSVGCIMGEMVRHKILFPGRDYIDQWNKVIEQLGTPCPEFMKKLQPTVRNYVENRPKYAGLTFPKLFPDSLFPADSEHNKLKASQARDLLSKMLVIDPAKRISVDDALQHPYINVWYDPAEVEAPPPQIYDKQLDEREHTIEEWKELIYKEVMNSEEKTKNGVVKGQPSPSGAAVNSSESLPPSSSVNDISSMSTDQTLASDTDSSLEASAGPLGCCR
Fluor 339 460 = intrinsic fluorescence of library compounds, ex339/em460 – biochemical, MLSMR library, data from DPM-DC assay, artefact control, profiling panel. compound autofluorescence, ex339/em460 nm, NADH buffer; active compounds read high; 1 = no-compound wells, NADH background. fluorescence fold increase at 10 µM. 65,000 compounds, 5.5% hits;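 active means at 10 µM, mean starting fluorescence two-fold or more over control wells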;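 further: signal is the first read of a kinetic run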
ROCK2 blocker = ROCK2 (human) kinase inhibition. purified ROCK2, Kinase-Glo ATP depletion luminescence. inhibition, % at 6 µM. 60,000 compounds, 0.35% hits. O75116;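 active means inhibition above the screen-wide mean inhibition plus 3 SD, cut at about 18% in these data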;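 further: plate controls were DMSO wells for no effect and Y-27632 control wells after no-enzyme background subtraction for full effect; many of its hits are not listed in these tables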
MKP-1 inh = inhibitors of human MKP-1 phosphatase; recombinant MKP-1, OMFP hydrolysis fluorescence; 65,000 compounds, 0.15% hits; AID 374; inhibition, %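 (compounds tested at a single concentration somewhere between 10 and 100 µM)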; P28562;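 active means inhibition above about 50%, limit read from the data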;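 further: 0% = DMSO max control wells and 100% = wells with enzyme stopped by NaOH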
Cdc25B inh = human M-phase inducer phosphatase 2 inhibition; P30305; recombinant Cdc25B, OMFP fluorescence Ex485/Em525; inhibition, %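 (compounds tested at 10 µM final in the well)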; 65,000 compounds, 0.1% hits; in the data active means inhibition above about 50%
Target sequence (P30305 whole entry, looked up): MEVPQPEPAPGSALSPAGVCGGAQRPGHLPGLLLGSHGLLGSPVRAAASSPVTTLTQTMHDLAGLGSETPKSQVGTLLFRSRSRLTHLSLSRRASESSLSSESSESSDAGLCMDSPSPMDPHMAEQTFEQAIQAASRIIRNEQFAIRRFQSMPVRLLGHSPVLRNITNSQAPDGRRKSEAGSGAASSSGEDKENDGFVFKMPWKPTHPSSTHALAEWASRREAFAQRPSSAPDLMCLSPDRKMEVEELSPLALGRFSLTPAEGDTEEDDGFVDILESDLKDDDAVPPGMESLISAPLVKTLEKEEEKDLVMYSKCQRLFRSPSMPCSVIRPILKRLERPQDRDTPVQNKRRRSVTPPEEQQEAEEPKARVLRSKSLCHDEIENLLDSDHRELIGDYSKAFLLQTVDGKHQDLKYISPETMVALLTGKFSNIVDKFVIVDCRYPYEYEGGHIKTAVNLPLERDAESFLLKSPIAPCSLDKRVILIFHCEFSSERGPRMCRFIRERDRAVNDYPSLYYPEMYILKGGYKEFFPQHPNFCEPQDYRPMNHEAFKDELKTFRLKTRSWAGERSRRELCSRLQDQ
PKA kinase inh = inhibitors of human protein kinase A. P17612. PKA Kemptide phosphorylation, Kinase-Glo ATP luminescence. inhibition, % at 6 µM. 65,000 compounds, 0.1% hits;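 active means inhibition above the screen-wide mean inhibition plus 3 SD, cut at about 21% in these data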; further: many of its hits are not listed in these tables
Her2 expr inh = inhibitors of human Her2 kinase expression; P04626; SKBR-3 HER2 protein level, AlphaScreen, 18-24 h; active compounds read low; HER2 level % of control, % at 10 µM; 65,000 compounds, 0.69% hits; AID 645;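 active means HER2 level under 5% of the carrier-only control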;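 further: 100% = DMSO carrier and 0% = 500 nM PU-H71 HSP90 inhibitor; lower value means stronger loss of Her2 protein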
The depositor's hits bear a star; / = no result given; & = joins results of further samples. An excerpt; count on the stated rates, not on these rows.

SMILES	Hsp90 block	Abs 340nm	JNK3 blocker	Fluor 339 460	ROCK2 blocker	MKP-1 inh	Cdc25B inh	PKA kinase inh	Her2 expr inh
Fc1ccc(OCc2nc(-c3ccc(Br)o3)no2)c(F)c1	-6	1	5	1.1	-1	-2	2	4	87
Cc1cccc(NC(=O)c2snc3c(=O)[nH]cnc23)c1	-4	1	2	1.1	2	5	-6	9	100
COc1ccccc1N1CCN(C2CCN(C(=O)c3cc(OC)c(OC)c(OC)c3)CC2)CC1	-1	1.1	-3	1	6	-22	-1	3	107
CCC(=O)N1CCc2cc(S(=O)(=O)NC(C(=O)NCc3ccc(F)cc3)C(C)C)ccc21 (stereo not drawn)	-4	1	-1	1.1	3	7	1	9	88
N#Cc1nc(COc2ccccc2)oc1N1CCOCC1	-1	1.1	0	1.2	6	2	-7	8	87
CCC(Sc1nc2ccccc2[nH]1)C(=O)Nc1cc(C)on1 (stereo not drawn)	/	1	/	1	/	9	-21	6	/
O=C(O)c1ccc2cc[nH]c2c1	-6	1	-5	1.1	1	-27	-5	-3	124
COc1ccc(CCNC(=O)CSc2nc(C)nc3c2c(=O)n(C)c(=O)n3C)cc1OC	-2	1.1	-4	1.1	-4	10	3	2	92
Cc1nn2c(=O)nc3sc4c(c3c2[nH]c1=O)CCCC4	-2	1.1	4	1	9	16	0	13	102
COc1ccccc1-c1nn2c(C(F)(F)F)nnc2s1	-2	1.1	-5	3*	1	-7	-4	6	72
COc1cccc(NC(=O)N2CCN(C(=O)C(Cc3ccc(OC)c(OC)c3)NC(C)=O)CC2)c1 (stereo not drawn)	4	1	0	1	-6	10	5	-7	99
Cc1cc(=O)[nH]c(SCc2nc3ccccc3s2)n1	-3	1.1	-4	1.1	5	-10	-5	4	106
CCOc1cc(C2C3=C(CCCC3=O)NC3=C2C(=O)CCC3)ccc1OCCO	-2	1.1	0	1.2	7	0	-12	10	110
Nn1c(SCC(=O)Nc2ccc(F)cc2)nnc1-c1cccnc1	-5	1.1	6	0.99	0	-4	-4	7	101
O=S(=O)(NCCc1ccccc1)c1cccc(S(=O)(=O)N2CCOCC2)c1	-10	1	-4	1	0	3	-5	9	88
CCOC(=O)C1=C(C)NC(=O)C1CC(=O)Nc1ccccc1 (stereo not drawn)	2	1	2	1.1	9	-15	12	2	132
O=C(CSc1nc(-c2ccco2)cc(C(F)(F)F)n1)N1CCc2ccccc2C1	-6	1.1	-5	1.1	10	13	-18	8	63
O=C(COC(=O)CNS(=O)(=O)/C=C/c1ccccc1)NC1CCS(=O)(=O)C1 (stereo not drawn)	-4	0.99	-3	0.99	4	-9	1	7	100
O=C(NCc1cccnc1)c1cccc(Cl)c1	-3	1	8	1.1	6	-17	2	14	113
CC(C)C(C(=O)NCc1ccco1)N(C(=O)CNS(=O)(=O)c1ccc(Cl)cc1)C1CCCC1 (stereo not drawn)	0	1	1	1.1	1	-4	-23	0	78
O=C(CS(=O)CC(=O)Nc1cccc2c1CCCC2)Nc1ccc(F)cc1 (stereo not drawn)	-2	0.98	1	1	-1	7	-11	12	85
Cc1ccccc1NC(=O)CN(C)S(=O)(=O)c1cccc2cccnc12	-4	1	4	1.1	2	7	1	1	77
Cc1noc(C)c1CSc1nc2cc(S(=O)(=O)N3CCOCC3)ccc2o1	-2	1	6	0.95	4	8	4	6	88
CC(c1ccccc1)n1cc(C(=O)NCCCn2ccnc2)nn1 (stereo not drawn)	0	1.1	/	1.1	/	-2	4	10	110
CC(C(=O)NCCC1=CCCCC1)N1C(=O)c2ccccc2C1=O (stereo not drawn)	-3	0.99	0	1	7	1	-14	5	114
COc1cccc(CNCc2ccccn2)c1OC	-1	1	1	1.1	2	2	-12	-3	90
COC(=O)C(NS(=O)(=O)c1ccc(NC(C)=O)cc1)C(C)C (stereo not drawn)	0	0.99	-2	1.1	0	3	-2	8	89
O=C(NCC12CC3CC(CC(C3)C1)C2)c1nn2c(c1Cl)NC(c1ccco1)CC2C(F)(F)F (stereo not drawn)	-6	1	-5	1.1	2	-16	-3	6	81
CC(=O)Nc1c(C(=O)O)oc2ccccc12	-3	1	3	1.1	6	3	0	7	93
O=C(NCc1ccc2c(c1)OCO2)C1CC(=O)N(c2ccc(O)cc2)C1 (stereo not drawn)	-4	1	4	1.1	7	6	-15	12	59
CCN(CC)CCNC(=O)c1ccc(NC(C)=O)cc1	0&3	0.98	-8	1.1	0	-14	-5	-3	80
O=C(O)CCCC(=O)Nc1ccc(C(=O)NCc2cccnc2)cc1	-1	1.1	6	1.1	6	-5	2	4	111
CSc1ncc(Cl)c(C(=O)Nc2nnc(SC)s2)n1	3	1	2	1	-1	3	-14	2	82
CCN(c1ccccc1)c1ncnc2c1cnn2-c1ccccc1	-1	1	3	1.2	3	1	4	6	120
CCn1c2c(c3cc(Br)ccc31)CCC/C2=N\O	-4	1.1	13	1.2	3	8	-14	2	115
CCCCc1cc(=O)oc2cc(C)cc(OCc3nn[nH]n3)c12	-4	1.1	-3	3.8*	9	-10	-5	9	89
CC(C)C(=O)Nc1cc(=O)[nH]c2ncnn12	0	0.99	-1	1.1	-10	13	-1	-10	74
COc1cccc(CNn2cnnc2)c1OCc1ccc(F)cc1	-3	0.98	3	1	-2	1	-21	2	116
COc1ccccc1N1CCN(C(=O)C2CC=CCC2C(=O)O)CC1 (stereo not drawn)	-1	0.98	3	1	5	4	-2	7	93
O=C(NCc1ccccn1)c1cc2cc(Br)ccc2oc1=O	-13	1.1	3	1.2	6	3	-19	10	58

The last 2 records of the section before open the next one.
SMILES	Hsp90 block	Abs 340nm	JNK3 blocker	Fluor 339 460	ROCK2 blocker	MKP-1 inh	Cdc25B inh	PKA kinase inh	Her2 expr inh
COc1ccccc1N1CCN(C(=O)C2CC=CCC2C(=O)O)CC1 (stereo not drawn)	-1	0.98	3	1	5	4	-2	7	93
O=C(NCc1ccccn1)c1cc2cc(Br)ccc2oc1=O	-13	1.1	3	1.2	6	3	-19	10	58
Cc1c(-c2cccs2)[n+](=O)c2c(n1[O-])CCC2	-4	1	7	1.1	1	-26	-8	2	102
CCN(CC)CCCNc1oc(-c2ccc(OC)c(OC)c2)nc1C#N	-3	1.1	-9	3.9*	-2	-15	-19	-1	80
O=C(Nc1ccc(Cl)cc1C(=O)Nc1ccccn1)c1ccco1	-1	1.1	/	1.6	/	4	-4	0	90
COc1ccc(C)cc1NC(=O)CN1CCN(S(=O)(=O)c2ccc(Br)cc2)CC1	-2	1	8	1	1	10	30	-2	91
O=C(CCc1nc(-c2ccccc2F)no1)NCCc1ccccc1Cl	-2	1	8	1.1	0	9	-11	2	86
CCOC(=O)c1[nH]c2ccccc2c1NC(=O)COC	-2	1.1	-1	1.7	5	14	-3	6	73
Cc1ccc(P(=O)(OCCN2CCOCC2)C(C)(C)C)o1 (stereo not drawn)	-2	1	0	0.84	2	18	5	9	116
O=C(c1ccccc1)N1CCN(CC#Cc2ccccc2)CC1	1	1.1	-4	1.1	-6	12	5	1	116
CC1(C)Cc2c(sc3c2C(=O)N(c2ccccc2)C2=NCCCN23)CO1	-3	1.1	-4	1.2	-8	-14	7	4	93
CNc1nnc(CSc2nc(C)cc(C)n2)s1	-4	0.99	3	1.1	-2	-7	-5	-5	72
CC1(C)CC(=O)c2cn3c(nc2C1)nc1ccccc13	-1	1	-3	1.1	3	7	2	7	111
CC1=C(C(=O)Nc2ccccc2)C(c2ccc(C)o2)n2c(s/c(=C\c3ccco3)c2=O)=N1 (stereo not drawn)	-7	1	-6	1.1	2	-20	1	0	66
CCCCOC(=O)n1c(SCC(=O)N(CC)CC)nc2ccccc21	-6	0.98	-7	1	-1	5	0	1	95
CCC(=O)c1ccc(N2CCN(C(=O)COc3ccc(F)cc3)CC2)c(F)c1	-3	1	-1	1.1	4	10	-3	-1	78
Fc1cc2nccnc2cc1N1CCSCC1	-5	1.1	23*	1.3	10	1	-3	12	108
CCc1nc(C)ccc1OCC(=O)O	4	0.99	5	1	2	3	-1	1	142
COc1ccc(C2CC(=O)Nc3ccccc3S2(=O)=O)cc1OC (stereo not drawn)	-2	1	1	1.2	2	10	-11	4	119
O=C1CC(N2CCN(S(=O)(=O)c3cccc(C(F)(F)F)c3)CC2)C(=O)N1Cc1ccccc1 (stereo not drawn)	-3	1	6	1	2	16	-18	9	112
Cc1cc(C)c(C#N)c(SCC(=O)N(C)C2CCCCC2)n1	0	0.99	8	1.1	2	28	4	11	98
CCOCCCn1cnc2c(c1=O)c1nc3ccccc3nc1n2-c1ccc(C)cc1	-4	1.1	8	1.2	5	28	0	10	100

Single records, as listed above. Order of screens: Hsp90 block	Abs 340nm	JNK3 blocker	Fluor 339 460	ROCK2 blocker	MKP-1 inh	Cdc25B inh	PKA kinase inh	Her2 expr inh
CC1(C)Cc2c(sc3c2C(=O)N(c2ccccc2)C2=NCCCN23)CO1 as listed: -3	1.1	-4	1.2	-8	-14	7	4	93
CCCCOC(=O)n1c(SCC(=O)N(CC)CC)nc2ccccc21 as listed: -6	0.98	-7	1	-1	5	0	1	95
O=C1CC(N2CCN(S(=O)(=O)c3cccc(C(F)(F)F)c3)CC2)C(=O)N1Cc1ccccc1 (stereo not drawn) as listed: -3	1	6	1	2	16	-18	9	112
CCC(=O)c1ccc(N2CCN(C(=O)COc3ccc(F)cc3)CC2)c(F)c1 as listed: -3	1	-1	1.1	4	10	-3	-1	78

(next part)
SMILES	Hsp90 block	Abs 340nm	JNK3 blocker	Fluor 339 460	ROCK2 blocker	MKP-1 inh	Cdc25B inh	PKA kinase inh	Her2 expr inh
CCOC(=O)CSc1nnc(CNC(=O)c2ccco2)n1C	-3	0.99	-1	1.2	3	-14	-7	8	74
CC(C)c1ccc2oc(-c3ccc(N)cc3)nc2c1	3	1.2	-9	2.1*	-9	17	-2	-8	63
Cc1cccn2c(=O)c3cc(C(=O)NCCN4CCOCC4)n(Cc4ccccc4)c3nc12	-3	1.1	-4	3.8*	0	34	-8	-2	117
O=C(C1CCN(c2nnc(N3CCCC3=O)s2)CC1)N1CCN(Cc2ccc3c(c2)OCO3)CC1	0	1	3	1.1	0	35	18	-1	70
C=CCn1c(SCc2c(F)c(F)c(F)c(F)c2F)nc(O)cc1=O	-3	1	5	1.1	-5	-11	6	4	94
CCOC(=O)c1cc(NC(=O)c2ccoc2C)cc(C(=O)OCC)c1	-1	1	-2	1.1	4	-1	-1	10	124
CCN(CC)c1ccc(C=Nc2ccc(C#N)cc2)c(O)c1	0	1.3	1	1	9	2	-4	9	99
O=C1OCC2=C1C(c1ccc3c(c1)OCO3)Sc1ccccc1N2 (stereo not drawn)	0	1	0	1.1	8	7	-11	6	85
CCOC(=O)CN1c2ccccc2NC(=O)CC1C (stereo not drawn)	-1	1.1	-1	1.1	-2	5	-20	5	/
CCCN1CCN(CCCNC(=O)C2CCCN(c3nc4ccc(OCC)cc4s3)C2)CC1 (stereo not drawn)	2	0.98	-11	1	5	-8	-19	7	74
Cc1nn2c(C(F)(F)F)cc(-c3ccc(Cl)cc3)nc2c1C(=O)N1CCOCC1	-2	1.1	-2	1.2	-1	15	-21	6	92
OCCN1CCOCCN(CCO)CCOCC1	0	1	8	1.1	-2	-17	1	3	104
Cn1c(=O)c2c(nc(CN3CCOCC3)n2CCCO)n(C)c1=O	/	1	/	1.1	/	0	-7	8	63
CCOCCn1c(SCc2ccc(C)cc2)nc2c1c(=O)[nH]c(=O)n2C	-3	1	-2	1.1	3	2	-6	9	113
O=C(CN1CCC(n2nnc3cc(F)ccc32)CC1)NCc1ccco1	-11	1	5	1.1	-1	12	-2	1	91
CCc1c(C)nc2ncnn2c1N1CCC(C(=O)NCc2ccc3c(c2)OCO3)CC1	-3	1	5	0.94	0	18	-19	4	119
COc1ccc(NC(=O)CSc2nnc(-c3ccccn3)n2N)cc1Cl	/	1	/	1.1	/	9	5	7	115
c1csc(-c2nnc(-c3ccc(N4CCOCC4)cc3)o2)c1	-7	1.2	0	3.7*	0	-16	0	-1	100
COc1cc(-c2nc3oc4ccccc4c(=O)c3c(=O)n2Cc2ccco2)cc(OC)c1OC	-1	1.1	5	1.1	7	-26	-13	10	91
Cc1cc(OCCN2CCOCC2)nc2ccccc12	-5	1	2	1.1	3	-21	-2	4	119

Assay outcomes (PubChem)
